Source: PubChem BioAssay (National Center for Advancing Translational Sciences (NCATS))
TDP1 inh = TDP1 (human) enzyme inhibition; Q9NUW8; recombinant TDP1, AlphaScreen DNA substrate cleavage; Potency, µM (highest dose often 130 µM), for the others: at the top dose activity change, negative = inhibition, actives largely listed as inhibitors; AID 485290; 350,000 tested, 0.28% active; also: nearly all actives have a fitted effect of over 40% in size
Target sequence (Q9NUW8 whole entry, looked up): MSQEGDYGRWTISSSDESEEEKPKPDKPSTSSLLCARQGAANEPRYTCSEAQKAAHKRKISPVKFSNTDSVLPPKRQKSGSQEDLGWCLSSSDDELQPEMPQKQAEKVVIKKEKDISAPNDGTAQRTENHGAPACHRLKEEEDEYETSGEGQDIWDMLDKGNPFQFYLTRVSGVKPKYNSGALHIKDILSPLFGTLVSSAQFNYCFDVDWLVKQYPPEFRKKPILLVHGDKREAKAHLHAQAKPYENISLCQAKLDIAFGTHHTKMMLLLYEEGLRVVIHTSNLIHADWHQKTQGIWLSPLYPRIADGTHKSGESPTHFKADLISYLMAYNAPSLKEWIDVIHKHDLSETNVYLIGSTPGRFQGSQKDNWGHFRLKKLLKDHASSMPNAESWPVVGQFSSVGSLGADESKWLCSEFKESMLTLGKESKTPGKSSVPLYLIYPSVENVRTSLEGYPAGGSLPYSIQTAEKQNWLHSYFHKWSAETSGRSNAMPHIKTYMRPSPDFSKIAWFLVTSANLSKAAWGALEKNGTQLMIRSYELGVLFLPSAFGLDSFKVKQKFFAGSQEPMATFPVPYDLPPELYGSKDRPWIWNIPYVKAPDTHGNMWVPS
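E. coli-derived human Tdp1, 1 nM final. Cpd preinc 15 min RT; substrate 15 nM final, 5 min RT; AS bead mix 10 ug/ml final, 10 min RT. Signal loss = tyrosine-FITC cleavage. No-enzyme wells = max signal.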
N370S GC mod = inhibitors or activators of N370S glucocerebrosidase for Gaucher disease | P04062 | N370S GC spleen homogenate, 4MU-glucoside fluorescence | Potency, µM (titrated, usually from 59.4 µM), inactives show top-dose activity change, negative = inhibition, most hits filed as inhibitors | 330,000 tested, 0.092% active | AID 2101;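 also: 0% = full enzyme activity and -100% = no enzyme basal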
DT40 TDP1 no CPT = qHTS for Inhibitors of human tyrosyl-DNA phosphodiesterase 1 (TDP1): qHTS in cells in absence of CPT; AID 686978, 2013; Potency, µM (series often up to 46.2 µM), without a hit: top-dose activity change, negative = growth inhibition, hits mostly inhibitors; DT40 Tdp1-/- hTDP1 cells, no CPT, ATP luminescence, 48 h; 420,000 tested, 15% active; also: nearly all actives have a fitted effect of over 55% in size
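Compound effects on proliferation are scored in DT40 Tdp1-/-;hTDP1 cells in the absence of CPT. ATP levels (CellTiter-Glo luminescence) are recorded after a ≥48 hr, 37 °C incubation.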
The depositor's hits bear a star; ? = inconclusive; . = not tested or not shown; & = joins results of further samples; [ ] = another dose, or the depositor's remark. Calls follow the shape of the dose curve; as a rule, active = well fitted curve in the direction sought with a large enough effect; inconclusive = small, poorly fitted or top-dose-only effect, or another doubt; inactive = no such curve, though single readings can be large; an effect the other way counts as inactive or inconclusive. Unless noted, % is scaled to controls: 0 for no effect and ±100 for the full control effect; potency is read from the fitted curve at half-maximal effect.

1) CCOC(=O)c1sc2nc(N3CCOCC3)c3c(c2c1N)CC(C(C)C)OC3 (configuration not stated)
2) COc1ccc(Cn2c(CCC(=O)O)nc3cccnc32)cc1
3) CC[C@]12c3[nH]c4cc(CCC(=O)N(C)C)ccc4c3CCN1C(=O)[C@@H](CC(=O)NCC13CC4CC(CC(C4)C1)C3)C[C@@H]2C(=O)N1CCN(C(=O)c2ccco2)CC1
4) COc1ccccc1C(=O)N1CC2(C)CC1CC(C)(C)C2 (configuration not stated)
5) CCc1ccc(NC(=O)C(=O)NCc2ccccn2)cc1
Compound | 1 | 2 | 3 | 4 | 5
DT40 TDP1 no CPT | -13% | -2% | 16µM* | ? | -2%
TDP1 inh | 3% | 3% | 1%[56.1 µM] | 4%[56.1 µM] | 2%
N370S GC mod | 3% | 1% | . | 7% | 5%

6) COc1cccc(C2=CC(=O)C[C@H](c3ccc(OC)c(OC)c3)C2)c1
7) CCOC(=O)c1cc(-c2ccc(C)cc2)n(CCC(=O)Nc2ccc(OC)c(OC)c2)c1C
8) CC(C)(C)OC(=O)C[C@@H]1C/C=C\C[C@@H](CC(=O)N(CCO)Cc2ccccc2)C(=O)N2CCC[C@H]2COC1=O
9) O=C(c1ccc(N2CCOCC2)c([N+](=O)[O-])c1)N1CCN(c2ccccc2F)CC1
10) COC(=O)N/N=C(\C)c1ccco1
Compound | 6 | 7 | 8 | 9 | 10
DT40 TDP1 no CPT | ? | 18µM* | ? | ? | 10%
TDP1 inh | 5% | 9% | 1% | 5% | 1%
N370S GC mod | . | . | . | . | 7%

11) CCOC(=O)CNc1nc(Cl)nc(Nc2ccccc2)n1
12) Cc1cc(C)c2[nH]c(O)c(N=NC(=S)NCC3CCCO3)c2c1 (configuration not stated)
13) Cc1cc(NC(=O)c2ccc(C#N)cc2)on1
14) O=C(CNC(=S)N(CCCN1CCOCC1)Cc1cccs1)NCc1ccccc1Cl
15) Cc1ccc(S(=O)(=O)N(C)CCCC(=O)n2nc(C)cc2C)cc1
Compound | 11 | 12 | 13 | 14 | 15
DT40 TDP1 no CPT | 4% | 6.5µM* | -28% | 1% | 1%
TDP1 inh | -2% | 7% | . | 4% | 9%
N370S GC mod | 14% | 1% | -14% | ? | 3%

Arranged by length of the SMILES (highest first): part of the list above
14) O=C(CNC(=S)N(CCCN1CCOCC1)Cc1cccs1)NCc1ccccc1Cl
15) Cc1ccc(S(=O)(=O)N(C)CCCC(=O)n2nc(C)cc2C)cc1
11) CCOC(=O)CNc1nc(Cl)nc(Nc2ccccc2)n1
Compound | 14 | 15 | 11
DT40 TDP1 no CPT | 1% | 1% | 4%
TDP1 inh | 4% | 9% | -2%
N370S GC mod | ? | 3% | 14%

(continued)
16) CN(C)CCCCSC(=N)N
17) O=C(O)c1ccc(NC(=O)c2cc3ccccc3o2)cc1
18) Cc1nccn1CC(O)COc1ccc([N+](=O)[O-])cc1 (configuration not stated)
19) Cc1ccc(-n2ncc3c(SCc4cccnc4)ncnc32)c(C)c1
20) C=CCNC(=S)NNC(=O)c1ccc(OCCCC)cc1
Compound | 16 | 17 | 18 | 19 | 20
DT40 TDP1 no CPT | -26%&-12% | -20%&-19% | -14% | 12µM* | -25%
TDP1 inh | -3%[56.1 µM] | 0%[12.3 µM] | . | 5% | 0%
N370S GC mod | -9%&0%&-3% | -12% | 1% | 9% | 8%

21) CCn1c(CNC(=O)c2ccc3c(c2)OCO3)nnc1SCC(=O)Nc1cc(C)ccc1OC
22) COc1cccc(NC(=O)c2ccc[n+](C)c2)c1
23) COC(=O)c1cc(NC(=O)CN(c2ccccc2OC)S(=O)(=O)c2ccccc2)ccc1Cl
24) Cn1nc([N+](=O)[O-])nc1N1CCOCC1
25) O=C(CSc1nc(-c2ccccc2F)nc2cc(=O)[nH]n12)Nc1cccc(C(F)(F)F)c1
Compound | 21 | 22 | 23 | 24 | 25
DT40 TDP1 no CPT | -15% | -10% | ? | -16% | -19%
TDP1 inh | -1% | . | 9% | 0% | -8%
N370S GC mod | 12% | -13% | -4% | 18% | .

26) COCCNC(=S)Nc1ccc2nc(N3CCN(C)CC3)cc(C)c2c1
27) CCOCCn1c(=NC(=O)c2cc3ccccc3oc2=O)sc2cc(S(N)(=O)=O)ccc21
28) CC1CCN(CC(C)OC(=O)c2ccco2)CC1 (configuration not stated)
29) COc1ccc(N2CCN(C(=O)CSc3nnnn3C3CC3)CC2)cc1
30) CSC(=S)N/N=C/c1ccc(N(C)C)cc1
Compound | 26 | 27 | 28 | 29 | 30
DT40 TDP1 no CPT | ? | 0% | 4% | 1% | 5.2µM*
TDP1 inh | . | 2% | -9% | 2% | 6%
N370S GC mod | 1% | 6% | -5% | . | -1%

Record cards, as listed above:
CCOCCn1c(=NC(=O)c2cc3ccccc3oc2=O)sc2cc(S(N)(=O)=O)ccc21 as listed: DT40 TDP1 no CPT = 0%; TDP1 inh = 2%; N370S GC mod = 6%
COc1ccc(N2CCN(C(=O)CSc3nnnn3C3CC3)CC2)cc1 as listed: DT40 TDP1 no CPT = 1%; TDP1 inh = 2%; N370S GC mod = .

Next section:
31) CCOC(=O)c1ccccc1NC(=O)COC(=O)c1c(CC)noc1C
32) O=C(O)Cn1cnc2sc3c(c2c1=O)CCCC3
33) S=C(Nc1ccc(Cl)cc1)c1sc(N2CCCCC2)nc1N1CCOCC1
34) O=C(NCC1CCCO1)C(=O)c1c[nH]c2ccccc12 (configuration not stated)
35) CC1(c2ccc3ccccc3c2)NC(=O)N(CC(=O)NCc2cccs2)C1=O (configuration not stated)
Compound | 31 | 32 | 33 | 34 | 35
DT40 TDP1 no CPT | -29% | -6% | ? | 3% | ?
TDP1 inh | . | -8% | 3% | 0% | 0%
N370S GC mod | ? | -6% | -11% | 0% | 16%

36) COc1ccc(C(=O)N2CCC3(CCN(Cc4ccccc4OC)CC3)CC2)cc1
37) Cc1cccc(NC(=O)Cn2c(=O)n(CCc3ccccc3)c(=O)c3sc4ccccc4c32)c1
38) CCOc1ccccc1N1CCN(C(=O)c2ccc3[nH]c4c(c3c2)CCCC4)CC1
39) Cc1ccc2sc(N3CCN(CCNC(=O)c4ccco4)CC3)nc2c1C
40) O=C(O)c1cccc(Cn2c(Cl)c(/C=N/NC(=O)c3cc4ccccc4cc3O)sc2=O)c1
Compound | 36 | 37 | 38 | 39 | 40
DT40 TDP1 no CPT | -15% | 23µM* | ? | ? | -4%
TDP1 inh | . | 6% | 6% | 3% | .
N370S GC mod | -3% | . | -2% | -28% | -19%

41) CC1=NN(c2ccccc2)C(=O)C1/C=C1\NC(=S)NC1=O (configuration not stated)
42) CCOc1ccc(C(=O)NCc2ccccc2)cc1Br
43) C=CCN(c1ccccc1)S(=O)(=O)c1cc(C(=O)NC2=NCCS2)ccc1Cl
44) COc1ccc(N(C(C)C(=O)NC2CCCCCC2)S(C)(=O)=O)cc1 (configuration not stated)
45) C[C@H]1COC(=O)[C@@H](Cc2ccc(F)cc2)C/C=C\C[C@H](CC(=O)N(CCO)Cc2ccccc2)C(=O)N1
Compound | 41 | 42 | 43 | 44 | 45
DT40 TDP1 no CPT | 0% | -2% | -28% | -18% | 23µM*
TDP1 inh | 2% | -2% | -8% | -1% | 1%
N370S GC mod | ? | ? | -6% | 1% | .

46) COc1ccc2c(CNC3CCC(C)CC3)c(C(=O)O)n(Cc3ccc(F)cc3)c2c1 (configuration not stated)
47) CCC(C(=O)OCC(=O)Nc1cc(Cl)cc(Cl)c1)c1ccccc1 (configuration not stated)
48) Cc1nc(-c2ccc(S(=O)(=O)Nc3ccc(Br)cc3F)cc2)co1
49) Cc1nc2ccccc2c(=O)n1/N=C/c1c(O)ccc2oc3c(c12)CCCC3
50) CCN(CCNC(=O)C1CCN(Cc2nc(-c3ccc(Cl)cc3)oc2C)CC1)c1ccccc1
Compound | 46 | 47 | 48 | 49 | 50
DT40 TDP1 no CPT | 16µM* | -24% | 3% | 18µM* | 18µM*
TDP1 inh | 3% | -4% | 3% | 6% | 10%
N370S GC mod | . | 20% | 0% | -1% | -19%

51) COC(=O)c1cnc(N2CCCN(S(=O)(=O)c3ccc(C(F)(F)F)cc3)CC2)nc1C(F)(F)F
52) CCCCS(=O)(=O)/C=C\C1C2C=CC(C2)C1S(=O)(=O)CCCC (configuration not stated)
53) COc1ccc(O)c(C(=O)CC(=O)c2ccccc2C)c1
54) OC1(c2ccc(Cl)c(Cl)c2)C[n+]2ccccc2N1Cc1ccccc1 (configuration not stated)
55) CCCn1c(N)c(C(=O)CSc2nncs2)c(=O)[nH]c1=O
Compound | 51 | 52 | 53 | 54 | 55
DT40 TDP1 no CPT | ? | ? | 5.8µM* | 18µM* | -17%
TDP1 inh | 9% | 2% | -3% | 3% | -1%
N370S GC mod | 10% | 2% | 9% | -27% | .

56) CC(=O)Nc1ccc(S(=O)(=O)NC(C(=O)O)C2=CCC=CC2)cc1 (configuration not stated)
57) CC[C@H](C)[C@H](NC(=O)OCc1ccccc1)C(=O)Nc1ccc(NC(C)=O)cc1
58) O=S(=O)(Nc1cccc(-n2cnnn2)c1)c1ccccc1
59) COC(=O)CN(c1ccc(OCc2ccccc2)cc1)S(C)(=O)=O
60) O=C(C1CC(c2ccc(F)cc2)=NO1)N1CCCCC1 (configuration not stated)
Compound | 56 | 57 | 58 | 59 | 60
DT40 TDP1 no CPT | 0% | -7% | -2% | ? | 12%
TDP1 inh | 4% | -3% | 2% | -5% | 6%
N370S GC mod | 1% | 1% | -25% | -25% | -17%

61) O=C(Nc1ccc(SC(F)F)cc1)C1=CC=CN2CCS(=O)(=O)N=C12
62) O=S(=O)(O)c1ccc2c(N=Nc3ccc(S(=O)(=O)O)c4ccccc34)c(O)c(S(=O)(=O)O)cc2c1
63) CCOC(=O)COc1ccc(S(=O)(=O)N2CCN(c3ccc(F)cc3)CC2)cc1
64) Cn1nc(-c2ccc(C(=O)NC3CCCCC3)cc2)c2ccccc2c1=O
65) CC1(C)OC(C)(C)/C(=C\c2ccccc2[N+](=O)[O-])C1=O
Compound | 61 | 62 | 63 | 64 | 65
DT40 TDP1 no CPT | 11% | ? | 1% | ? | -6%
TDP1 inh | 2% | ? | 2% | . | .
N370S GC mod | . | . | . | -3% | -5%

66) CCc1cc2c(-c3ccccc3)cc(=O)oc2cc1OC(=O)c1cccs1
67) CC(=O)c1ccc(S(=O)(=O)N2CCN(CC(=O)Nc3ccc(Cl)c([N+](=O)[O-])c3)CC2)cc1
68) CCC(C)c1ccccc1NC(=O)COC(=O)C1=COCCO1 (configuration not stated)
69) CN(C(=O)CSc1nc(-c2ccccc2)cs1)C1CCS(=O)(=O)C1 (configuration not stated)
70) Cc1ccc2cc(C#N)c(N3CCCN(S(=O)(=O)c4ccc(F)cc4)CC3)nc2c1
Compound | 66 | 67 | 68 | 69 | 70
DT40 TDP1 no CPT | ? | ? | -19% | ? | 15µM*
TDP1 inh | 3% | 2% | 3% | 7% | .
N370S GC mod | 12% | . | 7% | -4% | 6%

71) Cc1ccc(C(=O)N2CCn3c4c(c5cc(C)ccc53)CCCC42)cc1 (configuration not stated)
72) Cc1cc(Cl)ccc1OCCCC(=O)N1CCN(S(=O)(=O)c2ccccc2)CC1
73) COc1ccccc1N(CC(=O)NCCSc1ccccn1)S(=O)(=O)c1ccccc1
74) COc1ccccc1C1=CC(=O)C[C@H](c2ccc(Cl)cc2)C1
75) Cc1nc2c3ccccc3[nH]c(=O)n2n1
Compound | 71 | 72 | 73 | 74 | 75
DT40 TDP1 no CPT | ? | ? | ? | ? | -6%
TDP1 inh | 7% | 2% | . | -7% | 4%
N370S GC mod | . | -1% | 3% | . | -2%

76) Nc1ccc(-c2ccc(N)c(O)c2)cc1O
77) COc1ccc(N2CCN(C(=S)Nc3cc(C)ccc3C)CC2)cc1
78) O=c1[nH]c(CSc2nnc(Nc3ccccc3)s2)nc2ccccc12
79) COc1ccccc1NC(=O)c1ccc2c(c1)N(CC(=O)NC(C)(C)C)C(=O)C(C)(C)O2
80) CC1CCCCC1NC(=O)CN1CCC(O)(c2ccc3c(c2)OCO3)CC1 (configuration not stated)
Compound | 76 | 77 | 78 | 79 | 80
DT40 TDP1 no CPT | . | -11% | -1% | 1% | -19%
TDP1 inh | 12% | -4% | 0% | . | 5%
N370S GC mod | 2% | 14% | 3% | -1% | 11%

81) CC1(c2ccccc2)CC(C)(C)N(C(=O)c2cccc(Cl)c2)c2ccccc21 (configuration not stated)
82) Cc1ccc(NC(=O)CSc2n[nH]c(-c3cccnc3)n2)cc1Cl
83) CCN(CC(=O)Nc1ccc(NC(C)=O)cc1)C(=O)CSc1nnc(-c2ccco2)n1CC
84) Cc1ccc(NC(=O)C2CCN(C(=O)[C@@H]3Cc4ccccc4CN3)CC2)cc1
85) O=C1CCSC2(C(=O)N(Cc3ccccc3)c3ccccc32)N1c1ccccc1 (configuration not stated)
Compound | 81 | 82 | 83 | 84 | 85
DT40 TDP1 no CPT | ? | 11% | 4% | 13% | 15µM*
TDP1 inh | -2%[12.3 µM] | 0% | -4% | 4% | 1%
N370S GC mod | . | ? | 0% | 2% | .

The list is partial (hit frequency here may not be typical).
